# ssDAF12 agonist: activates DAF-12 receptor from parasite S. stercoralis | 370,000 compounds, 1% hits | activation, % at 6.8 µM | HEK293 ssDAF-12/GRIP1 lit1-tk-luc reporter, luminescence; % of 3 µM dafachronic acid response | AID 652126;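 active = activation above the mean over all tested compounds plus 3 SD, cut at about 0.9% in these data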;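 also: 0% = DMSO-only wells and 100% = 3 µM delta7-dafachronic acid wells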
# hgDAF12 agonist: agonists of H. glycines DAF-12 nuclear receptor | 370,000 compounds, 1.8% hits | HEK293 GAL4-hgDAF12 UAS-luciferase reporter, agonist luminescence; normalized to butyrate control | activation, % at 6.8 µM | AID 687014;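 active = activation above a cutoff set at the mean of all screened compounds plus 3 SD, cut at about 10% in these data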;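 also: 0% = DMSO wells and 100% = sodium butyrate wells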
# GC-A act: GC-A (human) enzyme activation; P16066; HEK293 GC-A cells, cGMP TR-FRET, EC30 ANP; 0% at EC30 ANP, 100% saturating ANP; activation, % at 10 µM; 370,000 compounds, 0.14% hits; in the data active = activation above about 40%
# DAX1 inh-1: blocks DAX1 repression of SF-1 activated StAR promoter; inhibition, % at 6.8 µM; AID 652010; HEK293T StAR-luciferase reporter, SF-1/DAX-1 repression relief; 370,000 compounds, 1.1% hits;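 active = inhibition above the mean over all tested compounds plus 3 SD, cut at about 3.6% in these data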;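 also: 0% = DAX-1 cells with DMSO and 100% = cells lacking DAX-1 with DMSO; higher inhibition means more luminescence from relief of DAX-1 repression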
# GC-B act: GC-B (human) receptor activation. P20594. HEK293-GC-B cells, CNP EC30, cGMP TR-FRET; 0% at EC30 CNP, 100% saturating CNP. activation, % at 10 µM. 370,000 compounds, 0.11% hits. AID 1920062;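 active = activation at 10 µM reaching about 35% in either raw or pattern-adjusted values, limit read from the data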
# proKLK7 act: proKLK7 (human) activation, primary screen | P49862 | 370,000 compounds, 0.9% hits | purified proKLK7, EDANS-DABCYL substrate fluorescence; 100% is mature enzyme control, 0% vehicle | AID 652039 | activation, % at 7 µM;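 active = activation above the mean of all tested compounds plus 3 SD, computed per campaign excluding outliers beyond control limits, cut at about 13% in these data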
# Target sequence (P49862 whole entry, looked up): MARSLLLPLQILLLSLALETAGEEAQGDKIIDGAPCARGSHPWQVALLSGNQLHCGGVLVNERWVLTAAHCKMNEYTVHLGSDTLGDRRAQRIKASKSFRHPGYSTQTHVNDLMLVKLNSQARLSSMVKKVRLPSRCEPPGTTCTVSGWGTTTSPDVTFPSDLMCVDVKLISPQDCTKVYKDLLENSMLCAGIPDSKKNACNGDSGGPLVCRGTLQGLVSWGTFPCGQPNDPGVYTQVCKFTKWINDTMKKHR
# hcDAF12 agonist: activators of H. contortus DAF-12 nuclear receptor; HEK293 hcDAF-12 lit1-tk-luc reporter, luminescence; 0% DMSO, 100% Δ7-dafachronic acid; activation, % at 6.8 µM; 370,000 compounds, 1.4% hits;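 active = activation above the mean of all tested compounds plus 3 SD, cut at about 5.5% in these data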;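 also: 100% = response to 3 µM Δ7-dafachronic acid high control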
# DAX1 inh-2: inhibits human nuclear receptor DAX1; P51843; HEK293 Gal4-DAX1 luciferase reporter, luminescence; inhibition, % at 6.75 µM; 340,000 compounds, 0.99% hits; AID 504766;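 active = inhibition above the mean over all tested compounds plus 3 SD, cut at about 4.2% in these data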;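 also: 0% = DAX1-transfected cells with DMSO and 100% = empty-vector control cells with DMSO; inhibition shows as a rise in luminescence from relieved DAX1 repression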
# Target sequence (P51843 207-470 limits assumed): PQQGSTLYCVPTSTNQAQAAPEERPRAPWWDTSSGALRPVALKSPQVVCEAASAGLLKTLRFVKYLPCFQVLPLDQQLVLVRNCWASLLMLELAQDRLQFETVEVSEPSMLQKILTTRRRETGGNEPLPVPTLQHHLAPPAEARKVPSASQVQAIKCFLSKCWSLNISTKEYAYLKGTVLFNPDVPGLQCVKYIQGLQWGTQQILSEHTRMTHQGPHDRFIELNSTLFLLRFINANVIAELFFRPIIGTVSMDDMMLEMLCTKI
# SMARCA2 activ: SMARCA2 function activation, primary screen | MG213 cells, MMTV-luciferase reporter, dexamethasone, overnight | activation, % at 9.1 µM | 370,000 compounds, 1% hits; in the data active = activation above about 7.8%;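 also: 0% = vehicle wells and 100% = reference activator wells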
# HGIII-sPLA2 inh: Inhibits HGIII-sPLA2 liposome hydrolysis, primary screen | Q9NZ20 | QFRET BODIPY PC-A2 liposome hydrolysis, fluorescence | inhibition, % at 12.2 µM | 370,000 compounds, 0.56% hits;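 active = inhibition above mean plus 3 SD of compounds lying within the high and low control bounds, cut at about 19% in these data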;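 also: 0% = median of test compound wells and 100% = no enzyme DMSO wells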
# Target sequence (Q9NZ20 whole entry, looked up): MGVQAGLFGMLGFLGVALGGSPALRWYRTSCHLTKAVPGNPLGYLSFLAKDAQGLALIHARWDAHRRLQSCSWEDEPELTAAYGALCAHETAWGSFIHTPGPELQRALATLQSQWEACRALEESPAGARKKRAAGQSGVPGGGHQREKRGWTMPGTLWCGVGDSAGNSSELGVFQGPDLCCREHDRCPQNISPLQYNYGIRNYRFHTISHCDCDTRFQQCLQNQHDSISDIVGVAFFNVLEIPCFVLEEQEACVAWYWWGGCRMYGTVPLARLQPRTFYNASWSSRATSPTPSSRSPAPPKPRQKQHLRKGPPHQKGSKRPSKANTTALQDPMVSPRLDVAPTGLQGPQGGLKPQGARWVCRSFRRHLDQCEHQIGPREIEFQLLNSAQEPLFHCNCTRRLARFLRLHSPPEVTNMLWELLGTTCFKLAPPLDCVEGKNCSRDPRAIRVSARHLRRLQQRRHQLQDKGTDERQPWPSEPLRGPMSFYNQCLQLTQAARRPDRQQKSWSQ
# FXN GAA850 act: increases GAA850 frataxin promoter reporter activity; 360,000 compounds, 0.56% hits; HEK293 lucGAA850 FXN promoter luciferase reporter, 24 h; percent of 10 µM SAHA response; AID 540364; activation, % at 6 µM;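 active = activation above the average of all compounds screened plus 3 SD, cutoff fixed separately per campaign, cut at about 7.5% in these data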;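 also: 0% = DMSO wells and 100% = 10 µM SAHA wells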
# The depositor's hits bear a star; / = no result given.
SMILES,ssDAF12 agonist,hgDAF12 agonist,GC-A act,DAX1 inh-1,GC-B act,proKLK7 act,hcDAF12 agonist,DAX1 inh-2,SMARCA2 activ,HGIII-sPLA2 inh,FXN GAA850 act
COc1ccc(C(C(=O)NC2CCCC2)N2CCc3ccccc32)cc1 (stereo unspecified),-0.1,4.4,-11.4,0.1,-3.7,0.0,2.0,0.0,-0.9,-11.0,-2.2
CSc1ccccc1C(=O)Nc1cc2c(cc1C(=O)O)OCCCO2,-1.3,-0.7,-0.2,0.4,2.9,-0.1,1.7,-1.2,-2.2,-3.1,-0.7
COCCSc1nc(N)c(NC(=O)c2ccco2)c(=O)[nH]1,-0.5,1.1,-1.9,-0.1,2.6,-0.5,-1.0,0.0,-2.4,11.7,3.6
CCOC(=O)c1cc(-c2ccccc2)nc2c(O)cccc12,-1.8,-3.2,-0.5,-2.5,3.8,0.6,-0.6,-0.3,2.7,-5.1,3.6
O=S(=O)(/N=C(/Nc1cccc2ccccc12)c1ccccc1)c1ccc(F)cc1,-0.3,0.6,-7.6,-0.2,-0.3,0.2,0.6,-0.5,0.0,-23.6,2.1
CC(=O)Nc1ccc(NC(=O)C(C)OC(=O)CCCc2c[nH]c3ccccc23)cc1 (stereo unspecified),-1.4,1.6,2.2,0.8,-2.7,-0.6,-0.7,3.3,-0.7,-45.7,1.5
Cn1ccsc1=NC(=O)c1ccc(S(C)(=O)=O)cc1,-0.9,1.9,0.6,0.0,1.0,0.3,-0.9,1.6,1.3,2.6,2.9
COc1ccc2c(c1)cc1c(=O)n(CC(=O)NC(C)CCc3ccccc3)nc(C)n12 (stereo unspecified),-0.8,1.2,1.8,0.2,-2.1,0.2,-0.6,1.1,-1.4,2.1,3.9
O=[N+]([O-])c1cccc(/C=N/n2cnnc2)c1O,-1.4,4.2,0.4,0.5,0.6,0.2,-1.4,1.2,-4.5,-0.8,-3.0
CN(C)CCNc1nc(-c2ccco2)c2c(c1C#N)CC(C)(C)OC2,-0.4,1.9,0.5,0.3,1.1,10.2,0.4,1.3,0.2,-2.2,-1.3
O=C1O[C@@H](c2ccccc2)C[C@@H](O)[C@H](O)CCCCc2ccccc21,-0.5,2.7,-9.1,0.7,-12.7,0.0,-2.0,/,-4.1,-11.2,/
COC(=O)c1sccc1NC(=O)Nc1ccccc1Cl,-1.0,-1.3,-1.3,0.4,-0.6,-0.3,-1.3,0.5,-1.1,0.1,0.0
COc1cc(/C=N/NC(=O)c2ccc(CSc3nc4ccccc4[nH]3)cc2)ccc1O,-1.0,1.2,-0.6,-0.8,-2.7,-0.3,2.8,/,-0.9,-9.4,-0.7
O=C(CSc1cn(Cc2cccc(F)c2)c2ccccc12)NCc1ccc(F)cc1,-0.2,3.2,-11.1,0.2,-12.1,0.3,3.7,0.1,0.2,15.1,-0.8
COc1ccc(C(=O)Cn2c(=O)oc3ccc(C)cc32)cc1,-1.3,-1.3,1.9,-0.3,0.6,-0.7,-1.5,-0.4,-2.2,-2.5,1.1
CS(=O)(=O)c1ccc(N2CCN(c3ccccn3)CC2)c([N+](=O)[O-])c1,-0.6,0.5,-9.1,-0.4,-11.4,0.2,-1.7,-0.2,2.9,-3.7,1.9
Cc1ccc2c(Cl)c(C(=O)NCCCN3CCOCC3)sc2c1,-0.8,1.6,-1.1,-0.4,2.9,-0.3,-2.1,1.5,-0.9,3.6,2.4
COc1ccc(S(=O)(=O)N2CCC3(CC2)OCCN3S(=O)(=O)c2cccs2)cc1OC,-1.7,3.9,-1.9,-2.0,4.4,0.2,-2.7,-0.3,-0.7,4.6,0.3
C/C(=N\NC(=O)c1ccc(=O)[nH]n1)c1cccnc1,-0.5,1.2,-2.4,0.0,-1.8,-0.1,-0.4,-0.8,-1.4,-14.8,0.4
Cc1cc(C)nc(SCc2nc3nc(C)cc(C)n3c2Br)n1,-1.1,0.3,5.6,0.5,1.3,4.1,-1.2,-1.1,-1.5,-4.0,5.2
O=C(Nc1ccc2c(c1)OCO2)C1CCN(S(=O)(=O)c2cccs2)CC1,-1.0,4.3,-0.6,0.0,-0.1,0.1,0.0,1.4,4.6,0.0,2.0
CS(=O)(=O)N1CCc2cc(C(=O)O)ccc21,-0.8,2.6,2.6,-0.5,-4.9,-0.1,-2.2,-0.1,-0.2,5.3,-2.5
OCCNCCCCOc1ccc(F)cc1,-1.5,-1.1,2.5,0.1,-2.1,-0.3,0.7,0.2,-1.7,15.1,1.8
N#CC1=C2SCN(Cc3ccco3)CN2C(=O)CC1c1c(F)cccc1Cl (stereo unspecified),-1.4,-1.5,4.6,-0.7,11.1,-0.9,-0.3,0.3,-2.2,-2.4,0.7
Cc1ccc(S(=O)(=O)NCC(=O)N(CC(=O)NCc2ccco2)C2CCCC2)cc1,-1.1,0.8,0.2,-0.3,6.6,0.0,0.5,0.9,-0.3,-3.6,-1.2
# Further compounds.
SMILES,ssDAF12 agonist,hgDAF12 agonist,GC-A act,DAX1 inh-1,GC-B act,proKLK7 act,hcDAF12 agonist,DAX1 inh-2,SMARCA2 activ,HGIII-sPLA2 inh,FXN GAA850 act
CC(C)(C)NC(=O)C(Cc1ccccc1)NS(=O)(=O)c1ccc2c(c1)CCC(=O)N2 (stereo unspecified),-1.4,-0.4,2.1,-0.3,-1.7,0.3,0.2,0.4,-2.0,2.7,-2.0
O=C(CCSCCc1ccccn1)Nc1c(F)cc(F)cc1Br,-1.4,-3.3,2.0,-0.9,1.0,-0.5,-0.7,-0.5,-1.2,5.6,0.6
O=C(Nc1ccc(Cl)cn1)c1cc2c(s1)-c1ccccc1OC2,-1.8,1.6,1.8,0.8,-1.5,-18.3,-1.9,-0.1,1.4,-1.0,6.3
COc1ccc(N=C(C)C2=C(O)c3ccccc3C2=O)cc1,0.6,11.6*,-5.3,5.0*,-9.6,1.1,4.0,1.0,3.4,5.3,-1.2
C[C@H]1CN([C@@H](C)CO)S(=O)(=O)c2ccc(C#Cc3cccnc3)cc2O[C@@H]1CN(C)C(=O)Nc1ccc2c(c1)OCO2,-1.3,-0.6,-1.7,-2.0,3.5,0.2,-0.7,-1.2,-3.3,-0.3,0.5
O=C(C[n+]1ccn(CCCNP2(=O)C=C(c3ccccc3)OC(c3ccccc3)=C2)c1)c1cccs1,-0.9,0.8,5.0,0.8,0.8,1.1,0.4,-0.3,-2.2,-67.5,2.4
Cc1ccc(NC(=O)Nc2ccc3c(c2)CCC3)cc1,-1.0,7.1,6.4,5.5*,3.6,-0.1,1.6,1.4,1.9,2.5,5.1
O=C(NC1(C(F)(F)F)C(=O)Nc2c1c(=O)[nH]c(=O)n2-c1ccccc1)c1ccncc1 (stereo unspecified),-1.5,-0.3,3.1,0.0,5.1,-0.3,-0.8,0.7,-3.9,8.4,-1.4
O=C(Cn1cc(C(=O)COc2ccccc2)c2ccccc21)NCc1ccco1,-1.1,0.5,5.8,0.0,-4.2,-0.4,-1.2,-0.3,2.4,-20.0,-1.4
O=C(NCCCCc1ccccc1)Nc1cccc(F)c1,-1.1,0.1,1.8,1.1,1.9,0.2,0.7,-0.6,0.3,-6.5,0.3
CN(C(=O)c1cccc(NC(=O)Cc2ccc(NC(=O)C3CCCN(C(=O)C4CCCCC4)C3)cc2)c1)C1CC1 (stereo unspecified),-1.0,1.0,0.6,-0.6,-10.7,0.2,0.0,-0.3,-1.7,-13.3,-1.6
C#CCNC(=O)C1=C[C@H](c2ccc3c(c2)OCO3)[C@@H](CCCO)[C@H](OCC)O1,-1.0,0.5,-1.8,-0.1,1.9,-0.2,-0.9,0.0,-1.2,4.5,0.1
CC1=CS/C(=C(/C#N)C(=O)N2CCCCC2)N1c1ccccc1,-1.2,-0.9,-1.7,-0.4,-1.8,-0.1,-1.7,1.6,0.3,1.0,2.5
COc1ccc(/C(O)=C2/C(=O)C(=O)N(CCN(C)C)C2c2ccc(C)cc2)cc1Cl (stereo unspecified),-1.3,-2.8,3.6,0.9,4.3,0.0,-0.1,2.4,-2.1,7.8,-0.7
Cc1nc2ccccc2c(=O)n1CCCN1CCOCC1,-1.3,-0.4,1.0,1.3,2.7,0.4,1.7,1.7,-0.3,-3.2,1.0
COc1ccc(NC(=S)NN2C(C)CCCC2C)cc1 (stereo unspecified),-1.3,-0.8,1.0,-0.2,1.8,0.0,-1.8,-0.2,-2.0,15.6,-2.2
N#Cc1ccc(Cn2c(=O)oc3ccccc32)cc1,-0.5,-0.2,-4.8,-0.5,-9.9,-0.1,-1.8,-1.0,-4.3,12.0,2.2
CCCCCCN(C(=O)CCCCCN1C(=O)NC(c2ccc(-c3ccccc3)cc2)C(C(=O)OCc2ccccc2)=C1C)C(C)C(=O)NCCCC (stereo unspecified),-1.5,-0.2,-1.1,0.2,-0.7,-0.1,-0.2,/,0.3,-4.2,/
CCCN1CCN(C(=O)C(C)n2nc(C)c3sc4ccccc4c3c2=O)CC1 (stereo unspecified),-1.3,-0.4,-2.0,-0.3,-5.7,0.4,-0.4,0.6,-0.3,-2.4,-1.2
O=C(N/N=C/c1cccc(O)c1)c1ccc(NC(=O)c2cccc([N+](=O)[O-])c2)cc1,-0.6,1.9,-2.5,-2.0,-0.6,0.2,-0.4,-1.6,1.6,-22.3,2.4
COc1ccc(OCc2cc(C(=O)N3CCSCC3)no2)c(Cl)c1,-0.4,10.4,0.5,3.9*,-4.8,0.6,2.5,0.7,3.4,-2.5,2.6
CCOc1ccc(N(C(=O)c2snc(C(N)=O)c2N)C(CC)C(=O)NC2CCCC2)cc1 (stereo unspecified),-0.7,-1.7,-1.8,0.7,-1.3,1.1,0.4,1.6,-1.5,3.6,0.4
CC(C)[C@@H]1COC(c2cccc(C3=N[C@H](C(C)C)CO3)n2)=N1,-1.4,1.9,3.9,-0.3,3.2,0.6,-1.4,1.4,0.1,2.3,-0.4
COc1ccccc1Cn1c(C)nnc1-c1cnn(C)c1N,-1.1,0.3,2.4,0.1,3.8,0.6,-1.7,1.1,-2.1,6.4,0.1
Cc1ccc(Oc2cc(NC(=O)CCCn3nc([N+](=O)[O-])c(Cl)c3C)cc([N+](=O)[O-])c2)cc1,-0.7,1.7,0.6,0.3,-3.4,0.2,-1.4,-0.4,-4.4,14.1,0.4
CC1(C)Cc2c(c(N3CCOCC3)nc3sc(C(N)=O)c(N)c23)CO1,-1.9,-1.5,7.0,0.4,-3.6,5.3,-3.0,0.1,-3.0,-1.6,0.2
COc1ccc(/C=C2\SC(=O)N(CCCC(=O)Nc3ccc(C(=O)O)cc3)C2=O)cc1OC,-1.0,-0.5,0.1,-0.2,-4.9,0.4,-1.6,0.4,-3.6,5.7,-3.5
O=c1c2[nH]c3ccc(F)cc3c2ncn1Cc1ccncc1,-1.2,0.8,-2.0,1.3,-8.5,0.6,-0.7,0.6,-4.0,5.9,3.5
CC(NCC(=O)Nc1cc(S(=O)(=O)N2CCCCCC2)ccc1Cl)c1ccccc1 (stereo unspecified),-1.4,-3.5,-3.6,-1.4,2.2,0.2,-2.6,-2.9,-2.0,-14.3,-0.4
COCCNc1nc(Nc2ccc(C)cc2C)c2sc(-c3ccccc3)cc2n1,-0.9,-2.1,4.8,-2.1,-2.7,-2.7,-0.7,/,-4.4,6.5,1.1

# Assay outcomes from PubChem.
